Screens deposited in PubChem BioAssay by The Scripps Research Institute Molecular Screening Center.
S1P3 antagonist – S1P3 receptor antagonists, primary screen, cell-based. Sphingosine 1-phosphate receptor 3 (Homo sapiens), Q99500. CHO S1P3 NFAT-BLA reporter, FRET fluorescence, antagonist mode. inhibition, % at 4.98 µM. 0.27% of 170,000 active. AID 485, 2006;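 active means inhibition above the plate cutoff, the mean inhibition of test wells on that plate plus 3 SD, cut at about 28% in these data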;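 further: cells challenged with S1P at its EC80 of 0.8 µM; blue over green emission ratio from cleaved BLA substrate after 4 h stimulation; 0% = S1P-stimulated wells and 100% = unstimulated DMSO-only wells; some compounds past the cut are filed as inactive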
Target sequence (Q99500 whole entry, looked up): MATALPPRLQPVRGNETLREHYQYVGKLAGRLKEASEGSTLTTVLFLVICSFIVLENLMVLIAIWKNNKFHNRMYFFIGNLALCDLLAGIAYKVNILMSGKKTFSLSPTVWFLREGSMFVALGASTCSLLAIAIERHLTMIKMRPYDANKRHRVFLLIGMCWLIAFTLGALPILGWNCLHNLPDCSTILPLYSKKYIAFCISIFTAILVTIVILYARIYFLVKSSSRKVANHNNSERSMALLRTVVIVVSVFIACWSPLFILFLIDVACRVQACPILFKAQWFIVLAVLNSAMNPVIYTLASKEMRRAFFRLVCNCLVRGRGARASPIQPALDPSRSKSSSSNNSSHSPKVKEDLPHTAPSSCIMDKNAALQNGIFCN
* hit, by the source's call.

S1P3 antagonist | canonical_smiles
7 | CCOc1ccc(/C=C2\SC(=S)N(NC(=O)c3ccncc3)C2=O)cc1OC
4 | CCCn1c(=O)c(C(=O)N/N=C/c2ccc(F)cc2)c(O)c2ccccc21
-8 | O=C(NC1CCCCC1)c1cc(F)cc2c1OCOC2
-6 | Cn1c(=O)[nH]c(=O)c2[nH]c(CN3CCN(Cc4ccccc4)CC3)nc21
4 | O=C(O)CCNS(=O)(=O)c1cccc(Br)c1
-2 | COc1ccc(-c2nn(C)c(=O)[nH]2)cc1
-3 | O=C(c1ccc(F)cc1)n1c(=S)nc2ccccn21
12 | Cc1ccccc1N1CC(=O)Nc2c(oc3nc(-c4ccccc4)cc(C)c23)C1=O
0 | O=C1CCCC/C1=C\Nc1ccc(C(=O)O)c(O)c1
-13 | O=C(N/N=C/c1ccco1)c1ccc2nc[nH]c2c1
11 | CC(C)c1ccc(/C=N/NC(=O)c2ccccn2)cc1
2 | CCOc1ccsc1C(=O)O
-6 | COc1cc(/C=C2\SC(=S)N(C(C(=O)O)c3ccccc3)C2=O)cc(OC)c1OC (stereo not drawn)
-9 | COC(=O)Nc1ccc(S(=O)(=O)N2CCCC(C(=O)N3CCOCC3)C2)cc1 (stereo not drawn)
-8 | O=C1C2C3C=CC(C2C(=O)N1c1ccc(O)cc1)C1C2C(=O)N(c4ccc(O)cc4)C(=O)C2C31 (stereo not drawn)
-12 | CC(C)Cn1cnc2c(c1=N)C(c1ccccc1)C1=C(CC(C)(C)CC1=O)O2 (stereo not drawn)
-1 | Cc1ccc(NC(=O)CNCCCN2CCOCC2)cc1S(=O)(=O)N1CCCCC1
-10 | c1ccc(Nc2ccnc(Nc3ccccc3)n2)cc1
-9 | CCCOc1ccc(-c2nnn(CC(=O)N3CCCC(C)C3)n2)cc1 (stereo not drawn)
-10 | NC(=O)c1ccsc1NC(=O)COC(=O)/C=C/c1ccc([N+](=O)[O-])cc1
-4 | CC(=O)Nc1nc(C)c(Oc2cccc(C(F)(F)F)c2)c(=O)[nH]1
-11 | CCN1CCN(c2nc(Nc3ccc(OC)cc3)nc(N)c2[N+](=O)[O-])CC1
-11 | CN(c1ccccc1)S(=O)(=O)c1cccc(C(=O)Nc2nn[nH]n2)c1
-19 | CCS(=O)(=O)Nc1cc(OC)c(OC)cc1Cc1nccc2cc(OC)c(OC)cc12
-7 | COc1ccc(NS(=O)(=O)c2cc(NC(=O)c3ccc(C)s3)ccc2N2CCOCC2)cc1
0 | CCCCOC(=O)CCc1c(C)n[nH]c1C
13 | CCCc1nc2oc3c(N4CCNCC4)ncnc3c2c2c1CCCC2
-3 | O=C(O)c1ccc(N2C(=O)/C(=C\c3ccccc3)N=C2c2ccccc2)cc1
-17 | NNC(=O)c1cncc(Br)c1
9 | CCOc1cc(NC(=O)c2ccco2)c(OCC)cc1NC(=O)CCc1ccc(OC)cc1
3 | N#Cc1cc2c(=O)n3ccccc3nc2n(CCN2CCOCC2)c1=O
-1 | CC(NCc1cccc(S(=O)(=O)N(C)C)c1)c1ccc(F)cc1 (stereo not drawn)
-3 | CCOC(=O)c1sc(=S)n(CC)c1NC(=O)c1ccccc1
-10 | O=C(N/N=C/c1sc(N2CCOCC2)nc1-c1ccccc1)c1ccccc1F
-8 | O=C(Nc1ncccc1O)c1c(O)c2ccccc2[nH]c1=O
7 | CCCn1c(=N)n(CC(O)c2ccc(C)cc2)c2ccccc21 (stereo not drawn)
-1 | O=C(Nc1ccc(Cl)cc1)N1CCSC1=NCc1ccccc1
-7 | CCOC(=O)c1c(CCl)nc2ccccc2c1-c1ccccc1
6 | CCCCCC(=O)NNC1CC(=O)N(c2cccc(OCC)c2)C1=O (stereo not drawn)
-14 | CC(C)=N/N=C(\N)SCc1ccccc1
-12 | O=C(Cn1nc(Cc2cccnc2)c2ccccc2c1=O)Nc1cc(F)ccc1F
-13 | CCN(CC)S(=O)(=O)c1cc(NC(=O)Cn2ncc(Cl)c(Cl)c2=O)ccc1C
-3 | Fc1cccc(CSc2nc3ncc(Cl)cc3[nH]2)c1
0 | COc1ccccc1NC(=O)CN(Cc1ccco1)C(=O)c1cncc(Br)c1
11 | C[C@H](N=C1NS(=O)(=O)c2ccccc21)C(=O)OCc1cc([N+](=O)[O-])cc2c1OCOC2
-6 | CCCCCCOC(=O)Cc1c(C)nc(N)[nH]c1=O
3 | CN(C)C(=S)Nc1ccc(Br)cc1Cl
5 | COc1ccc(NS(=O)(=O)c2cc(NC(=O)[C@@H](NC(N)=O)C(C)C)ccc2C)cc1
4 | O=c1c2ccccc2nc(COc2ccccc2)n1/N=C/c1ccc(O)c(O)c1
-4 | NS(=O)(=O)c1cc(C(=O)NCCc2ccccn2)ccc1Cl

(continued)
S1P3 antagonist | canonical_smiles
-7 | Cc1cccc(-n2c(O)c(C=Nc3ccccc3-c3n[nH]c(=S)[nH]c3=O)c3ccccc3c2=O)n1
-22 | CCOc1ccc2nc(Nc3nc4c(c(=O)[nH]3)CCC4)nc(C)c2c1
-1 | O=C(Nc1ccc(Cl)cn1)c1ccc2c(Cl)c3c(nc2c1)CCC3
3 | CCOC(=O)c1sc(S(C)=O)c2c1CCc1conc1-2 (stereo not drawn)
-6 | O=c1[nH]ncc(N/N=C\c2cccnc2)c1Cl
-5 | C=C1c2cc3c(cc2NC(=S)N1Cc1ccccc1)OCO3
-1 | CCOC(=O)n1c(O)c(N=NC(N)=S)c2cc(C)ccc21
6 | O=C1ON=C(c2ccccc2)/C1=C\c1ccco1
13 | COc1cc(/C=N/NC2=NCCCCC2)ccc1O
-5 | CC12CN3CCN(CC(C3)/C1=N\NC(=O)c1ccccc1N)C2
4 | Cn1c(SCC(=O)O)nnc1-c1ccc2ncccc2c1
-12 | S=c1[nH]cnc2scc(-c3ccc(Cl)cc3)c12
6 | Cc1onc(-c2ccccc2)c1CNC(=O)Nc1cccc(Cl)c1
12 | COc1ccc(CCn2c(C(C)C)nc3oc4ccccc4c(=O)c3c2=O)cc1
9 | Cc1ccc(/C=N/NC(=O)c2n[nH]c3c2CCCC3)cc1
-21 | CNC(=S)N/N=C/c1ccccc1OCC(=O)O
7 | Brc1ccc(CNc2nc3ccccc3n2CCN2CCCCC2)cc1
2 | C=C(C)Cn1cnc2c(oc3nc4c(cc32)CCCC4)c1=O
-7 | O=C(O)CC12CC3CC(C1)CC(n1ncc(NCC4CCCO4)c(Cl)c1=O)(C3)C2 (stereo not drawn)
-2 | Cc1onc(-c2c(Cl)cccc2Cl)c1COC(=O)c1ccc(Cl)cc1
-1 | CCN1CCN(C(C)C(=O)NC2CCCCC2)CC1 (stereo not drawn)
0 | O=C1C(=O)c2ccccc2C(O)=C1c1cccc([N+](=O)[O-])c1
1 | COC(=O)[C@H](CC(C)C)NC(=O)N1CCC(C)CC1
-5 | S=c1nc(-c2ccccc2)c(-c2ccccc2)n[nH]1
5 | COc1cccc(NC(=O)C(=O)NCCc2ccc(F)cc2)c1

18 of these compounds, set out differently:
SMILES	S1P3 antagonist
Cc1cccc(-n2c(O)c(C=Nc3ccccc3-c3n[nH]c(=S)[nH]c3=O)c3ccccc3c2=O)n1	-7
CCOc1ccc2nc(Nc3nc4c(c(=O)[nH]3)CCC4)nc(C)c2c1	-22
O=C(Nc1ccc(Cl)cn1)c1ccc2c(Cl)c3c(nc2c1)CCC3	-1
CCOC(=O)c1sc(S(C)=O)c2c1CCc1conc1-2 (stereo not drawn)	3
O=c1[nH]ncc(N/N=C\c2cccnc2)c1Cl	-6
C=C1c2cc3c(cc2NC(=S)N1Cc1ccccc1)OCO3	-5
CCOC(=O)n1c(O)c(N=NC(N)=S)c2cc(C)ccc21	-1
O=C1ON=C(c2ccccc2)/C1=C\c1ccco1	6
COc1cc(/C=N/NC2=NCCCCC2)ccc1O	13
CC12CN3CCN(CC(C3)/C1=N\NC(=O)c1ccccc1N)C2	-5
Cn1c(SCC(=O)O)nnc1-c1ccc2ncccc2c1	4
S=c1[nH]cnc2scc(-c3ccc(Cl)cc3)c12	-12
Cc1onc(-c2ccccc2)c1CNC(=O)Nc1cccc(Cl)c1	6
COc1ccc(CCn2c(C(C)C)nc3oc4ccccc4c(=O)c3c2=O)cc1	12
Cc1ccc(/C=N/NC(=O)c2n[nH]c3c2CCCC3)cc1	9
CNC(=S)N/N=C/c1ccccc1OCC(=O)O	-21
Brc1ccc(CNc2nc3ccccc3n2CCN2CCCCC2)cc1	7
C=C(C)Cn1cnc2c(oc3nc4c(cc32)CCCC4)c1=O	2

Carrying on.
S1P3 antagonist | canonical_smiles
-19 | O=C(CSc1n[nH]c(=O)n1Cc1ccco1)Nc1ccccc1
-52 | CC1(C)Cc2c(sc3c2c(=O)n(Cc2ccccc2)c2nncn32)CO1
-2 | CC1(C)CC(=O)C2=C(C1)OC(=O)CC2c1cccs1 (stereo not drawn)
13 | CC(=O)Oc1ccc2cc(-c3ccccc3)c(=O)oc2c1
5 | OC1(c2ccccn2)COc2ccccc2O1 (stereo not drawn)
5 | O=S(=O)(NNc1nccc(C(F)(F)F)n1)c1cccc(Cl)c1Cl
-1 | CN(CC(=O)Nc1ccccc1Cl)C(=O)c1cc(=O)[nH]c2ccccc12
-7 | CCOc1ccc(NC(=O)c2ccc(NC(=O)Cc3n[nH]c(=O)c4ccccc34)cc2)cc1
-3 | COc1ccccc1/C=C/C=NC1C(=O)N(c2ccccc2)[N+](C)=C1C (stereo not drawn)
8 | COc1ccc(SCCC(=O)NCc2ccncc2)cc1
-10 | Cc1[nH]c(=O)c(C#N)c(C)c1[N+](=O)[O-]
4 | CCn1nc(C(=O)OCc2cccc(S(=O)(=O)N(C)C)c2)c2ccccc2c1=O
-7 | FC(F)(F)c1nc(Sc2ncccc2C(F)(F)F)n[nH]1
-9 | CCc1ccc2nc(NC3=NCN(CCOC)CN3)nc(C)c2c1
-8 | CN(CCc1ccccn1)C(=O)Nc1ccc(C(C)(C)C)cc1
-2 | O=C(CCCN1C(=O)/C(=C/c2ccccc2Cl)SC1=S)NNC(=O)c1cccnc1
4 | CN(C)C(=O)c1ccc(-c2cc(C(F)(F)F)nn2C)s1
-2 | O=C(Nc1ccccc1)c1cccc(Cn2cc(C(F)(F)F)ccc2=O)c1
0 | N#CCc1nc2ccccc2c(=O)[nH]1
-6 | CCOC(=O)/C(C#N)=N\Nc1cc(Cl)ccc1OC
-4 | Cc1cc(Oc2ccc([N+](=O)[O-])cc2)nc(N2CCOCC2)n1
2 | CC(=O)C1=C(O)C(=O)N(CCCN2CCOCC2)C1c1ccccc1[N+](=O)[O-] (stereo not drawn)
15 | CCC(C)Nc1nc(C)nc2c1oc1ccccc12 (stereo not drawn)
17 | COc1ccc(CCn2c(=O)[nH]c3cc(C(=O)NCCCN4CCOCC4)ccc3c2=O)cc1OC
-1 | COc1ccc(/C=N/NC(=O)c2ccc3nc[nH]c3c2)cc1OC
-3 | Nc1nc(Nc2ccccc2F)nc(NCc2ccco2)c1[N+](=O)[O-]
-13 | Cc1ccc(-n2cccc2C(=O)NS(=O)(=O)c2ccc(C)cc2)cc1
4 | Cn1c(C(=O)O)ccc1S(=O)(=O)N(Cc1ccccc1)Cc1ccccc1
2 | Cc1ccc(NC(=O)Cn2sc3nc(C)cc(C)c3c2=O)c(Cl)c1
-2 | CCOC(=O)c1nc(C)sc1-c1ccnn1S(=O)(=O)c1ccc(Cl)cc1Cl
-3 | COc1cccc(/C=N/Nc2ncccc2[N+](=O)[O-])c1OC
-8 | FC(F)(F)c1cccc(OCc2noc(-c3ccsc3)n2)c1
7 | COCc1cc(C)nc(OCC(=O)N/N=C/c2ccc(C)cc2)c1C#N
-21 | O=C(O)c1cccc(N2C(=O)CCC2=O)c1
-6 | COc1ccc(OC)c(-n2c(-c3ccc(O)cc3O)n[nH]c2=S)c1
-4 | CCCS(=O)(=O)Nc1c(C(=O)O)[nH]c2ccc(OC)cc12
2 | CN(C)c1ccc(CN(C(=O)/C=C/c2ccco2)C2CCS(=O)(=O)C2)cc1 (stereo not drawn)
-3 | COc1cccc(C2=NOC(C(=O)Nc3c(C)n(C)n(-c4ccccc4)c3=O)C2)c1 (stereo not drawn)
-10 | CC(=O)NC1(C(=O)O)CCCC1
-5 | COc1ccc(C(=O)N/N=C/c2cc(Br)ccc2O)cc1OC
2 | Cn1cnc([N+](=O)[O-])c1Sc1ncn[nH]1
-28 | CN1C(=O)C2(c3ccccc31)c1c(oc3ccccc3c1=O)C(=O)N2CCO (stereo not drawn)
-6 | NNC(=S)Nc1c(Br)cc(F)cc1Br
3 | CCCCn1c(=NC(=O)c2ccco2)c(C(=O)OCC)cc2c(=O)n3cccc(C)c3nc21
4 | COc1ccc(Cl)cc1NC(=O)N1CCN(c2ccccc2OC)CC1
-12 | Cc1nnc(NN)n(N)c1=O
-9 | N#Cc1c(CSCC(=O)O)cc(=O)n2c1[nH]c1ccccc12
-12 | Cc1c(NC(=S)NNC(=O)CCC(=O)O)c(=O)n(-c2ccccc2)n1C
-12 | OCC1OC(n2cnc3ccccc32)CC1O (stereo not drawn)
9 | O=C1COc2ccc(C(=O)CSc3ccccc3C(=O)O)cc2N1

Additional results follow:
S1P3 antagonist | canonical_smiles
-2 | COc1ccc(/C=C/C(=O)NC(=S)NNC(=O)c2ccco2)cc1OC
2 | N#CC(C#N)=Cc1ccc(NC(=O)c2ccc(Br)cc2)cc1
12 | C=CCN=C1S/C(=C\c2ccc(N(C)C)cc2)C(=O)N1CC=C
-3 | COc1cc2nc(CN3CCN(c4ncc(C(F)(F)F)cc4Cl)CC3)[nH]c(=O)c2cc1OC
-8 | NC(=O)C1(C(N)=O)OC1c1ccccc1 (stereo not drawn)
-17 | CCC(C)[C@H](NC(=O)NCc1ccc(F)cc1)C(=O)O (stereo partly drawn)
-8 | Nc1c(C(=O)c2ccccc2)oc2ccc([N+](=O)[O-])cc12

This is a subset. The share of hits here may be higher or lower than overall.
